Screens: PubChem, several laboratories
Myeloid diff MLP: induction of myeloid progenitor differentiation, primary screen, cell-based, flow cytometry, MLPCN library; 360,000 tested, 1% active; ER-HoxA9 myeloid progenitors, lysozyme-GFP differentiation; calls only at 10 µM;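 active = normalized GFP-positive differentiation at or above the plate's own cutoff, the solvent-only control mean plus 3 SD; inconclusive = no clear call, values can overlap the other calls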;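 note: cells exposed to compound for four days before flow analysis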
GPR55 beta-arrestin: GPR55 agonists via beta-arrestin recruitment, primary screen, imaging, U2OS cells, beta-arrestin-GFP redistribution (AID 1961); G-protein coupled receptor 55 (Homo sapiens); U2OS GPR55 beta-arrestin-GFP redistribution imaging; higher % means a stronger effect; one-dose activation, % at 10 µM; EC50 in µM for titrated hits; 290,000 tested, 0.048% active;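 active = activation above 40% with more than 50 cells counted in the well; inconclusive = wells holding fewer than 50 cells, flagged as toxic or sparse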;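 note: U2OS osteosarcoma cells stably expressing GPR55 and beta-arrestin-GFP; plate controls were DMSO negative control for no effect and LPI positive control for full effect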
KOR beta-arrestin-1: KOR antagonists, beta-arrestin recruitment, cell-based, luminescence, uHTS (AID 1778); 290,000 tested, 0.091% active; Kappa-type opioid receptor (Homo sapiens); KOR beta-arrestin recruitment, luminescence, antagonist mode; higher % means a stronger effect; inhibition, % at 10 µM, or IC50 in µM where a hit was titrated; note: strong numbers were not always called active
HEK293 NOD2/NF-kB: NOD2 signaling inhibitors, cell-based, luminescence, uHTS, HEK293 (AID 1566); one-dose inhibition, % at 4 µM; EC50 in µM for titrated hits; 290,000 tested, 0.63% active; HEK293 NOD2/NF-kB luciferase reporter, luminescence; higher % means a stronger effect; note: many of its hits are not listed in these tables
T cell HTS: modulators of CD8 T cell-vesicle binding, primary screen, mouse 2C CD8+ T cells, flow cytometry | 2C CD8+ T cell-vesicle binding; active compounds read low | calls only at 7 µM | 330,000 tested, 0.068% active | AID 2052, 2009;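 active = response, share of CD8 T cells binding vesicles, and their 90th percentile fluorescence all below set limits, cut at about 80% in these data, passing the limit was not always enough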
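Test system: purified 2C TCR transgenic mouse naive CD8+ T cells. Probe or stimulus: QL9-peptide-loaded Drosophila micro-vesicles bearing Ld, ICAM-1 and B7-1. Incubation: binding step 1.5 h, 37 °C, antibody labelling 20 min, ice. Measured by: flow cytometry of vesicle-bound cells.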
GPR55 antagonists: GPR55 antagonists blocking LPI-driven arrestin recruitment, primary screen, imaging, U2OS, beta-arrestin-GFP, LPI agonist (AID 2013) | G-protein coupled receptor 55 (Homo sapiens) | U2OS GPR55 beta-arrestin-GFP translocation imaging, LPI antagonism; higher % means a stronger effect | inhibition, % at 10 µM; hits with a dose series show IC50 in µM | 290,000 tested, 0.13% active;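 active = spots per cell inhibited over 60%, with over 100 cells counted and total cytoplasm intensity under 500,000; inconclusive = wells with under 100 cells, flagged as likely toxic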;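 note: U2OS cells stably carrying GPR55 and arrestin-GFP stimulated by 5 µM LPI near EC80; imaged beta-arrestin-GFP aggregate spots per cell after agonist stimulation; plate controls were LPI-stimulated DMSO wells for no effect and DMSO wells without LPI for full effect; some results filed as inactive read as strong as hits; confirmed hits need IC50 under 10 µM and bright autofluorescent wells are also inconclusive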
NTR1 ag: agonists of NTR1, primary screen, imaging, U2OS cells, beta-arrestin-GFP, high content (AID 493036); activation, % at 20 µM; Neurotensin receptor type 1 (Homo sapiens), P30989; NTR1-U2OS beta-arrestin-GFP spot imaging, agonist mode; 330,000 tested, 0.17% active;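 active = activation at or above 40% of the spot to cytoplasm intensity ratio, with at least 20 cells analyzed; inconclusive = wells under 20 cells, flagged as cytotoxic or low count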;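 note: 0% = DMSO without peptide and 100% = 100 nM NTR1 peptide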
Target sequence (P30989 whole entry, looked up): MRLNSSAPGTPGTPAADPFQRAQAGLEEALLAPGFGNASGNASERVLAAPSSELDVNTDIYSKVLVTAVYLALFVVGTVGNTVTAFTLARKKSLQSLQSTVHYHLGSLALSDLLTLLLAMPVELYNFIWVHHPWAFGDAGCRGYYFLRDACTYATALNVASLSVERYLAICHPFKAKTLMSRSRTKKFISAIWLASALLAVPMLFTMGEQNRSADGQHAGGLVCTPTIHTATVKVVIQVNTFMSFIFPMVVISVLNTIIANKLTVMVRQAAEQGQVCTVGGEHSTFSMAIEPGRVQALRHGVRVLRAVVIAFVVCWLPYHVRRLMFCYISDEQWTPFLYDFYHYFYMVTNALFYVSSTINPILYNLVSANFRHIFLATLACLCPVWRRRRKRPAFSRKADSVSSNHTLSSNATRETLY
NOD1 NF-kB reporter: NOD1 signaling inhibitors, primary screen, cell-based, luminescence, uHTS (AID 1578); NOD1-driven NF-kB luciferase reporter cells, luminescence; higher % means a stronger effect; inhibition, % at 4 µM; hits with a dose series show EC50 in µM; 290,000 tested, 1% active; in the data active = inhibition mostly above about 36%, no sharp cut-off; inactive = mostly below about 34%;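 note: HEK-293T reporter cells stimulated with the NOD1 agonist gamma-tri-DAP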
KOR beta-arrestin-2: KOR agonists, beta-arrestin recruitment, primary screen, cell-based, luminescence, uHTS (AID 1777). Kappa-type opioid receptor (Homo sapiens). KOR beta-arrestin recruitment, luminescence; higher % means a stronger effect. one-dose activation, % at 10 µM; EC50 in µM for titrated hits. 280,000 tested, 0.02% active; in the data active = activation above about 50%, passing the limit was not always enough; note: a part of the inactive calls stands beside numbers as strong as those of hits
T cell HTS vesicle-bound %: further read-out of T cell HTS, marked with its call; double positive events, %; measured here: CD8+ vesicle-bound cell fraction;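 binding gate set so that unloaded-vesicle control wells show 10% double positive cells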
NTR1 ag cell count 20 µM: recorded beside NTR1 ag, whose call it bears; cell count; measured here: cell count, cytotoxicity flag
Myeloid diff MLP GFP+ MAC1+ %: further read-out of Myeloid diff MLP, marked with its call; GFP+ MAC1+ double positive, %; measured here: differentiation confirmed by MAC1 staining
The depositor's hits bear a star; i = inactive; ? = inconclusive; . = not tested or not shown; [ ] = dose if it differs, or a comment. Cut-off read from the data, not from the text of the source, unless noted: active = inhibition above about 50%; inactive = the rest. Some of the compounds tested; rates above refer to the full screens.

SMILES	Myeloid diff MLP	Myeloid diff MLP GFP+ MAC1+ %	GPR55 beta-arrestin	KOR beta-arrestin-1	HEK293 NOD2/NF-kB	T cell HTS	T cell HTS vesicle-bound %	GPR55 antagonists	NTR1 ag	NTR1 ag cell count 20 µM	NOD1 NF-kB reporter	KOR beta-arrestin-2
O=C(NC1CCCC1)C(c1ccncc1)N(C(=O)Cn1nnc(-c2ccccc2F)n1)c1cccc(F)c1 (stereo unspecified)	i	0.5	-0.1%	-43%	-20%	i	17	-6%	-2.1	43	-11%	1.7%
COc1ccc(NC(=S)NNC(=O)c2ccc(S(=O)(=O)N3CCOCC3)cc2)cc1	i	0.6	-0.1%	-18%	-6%	i	21	12%	1.3	48	-11%	-6.0%
CCC(/C=N/NC(=O)C1COc2ccccc2O1)CC (stereo unspecified)	i	0.1	0.1%	11%	-4%	i	42	0%	0.0	72	-24%	-1.8%
COc1cccc(CN=CC2=C(O)CC(C)(C)CC2=O)c1OC	i	8.3	-0.1%	14%	-1%	i	43	0%	1.2	53	-20%	-2.1%
CCOC(=O)Cc1csc(NC(=O)CN2C(=O)c3ccccc3S2(=O)=O)n1	i	0.7	-0.1%	11%	9%	i	29	14%	0.6	83	-15%	1.1%
CSc1nc2nc(C)c(C/C=C/c3ccccc3)c(=O)n2[nH]1	i	0.2	-0.3%	26%	7%	i	4	6%	4.3	42	-47%	0.6%
O=C1N(c2ccccc2)C[C@@H]2C[C@@H](c3cccs3)N3CCC[C@@]123	i	0.0	0.2%	-30%[20 µM]	-26%	i	34	-6%	-0.8	41	-35%	.
COc1ccc(NC(=O)CCn2nnc(-c3ccc(C)cc3)n2)cc1OC	i	0.8	0.5%	19%	0%	i	41	8%	1.2	66	-5%	-7.1%
COc1ccccc1C1=NOC(Cn2c(NCC3CCCO3)nc3c2c(=O)n(C)c(=O)n3C)C1 (stereo unspecified)	i	0.7	-0.1%	12%	7%	i	15	0%	-0.8	58	-1%	2.2%
Cc1ccc2nc(SCc3cccc([N+](=O)[O-])c3)nc(C)c2c1	i	0.5	-0.1%	-30%	-6%	i	18	2%	2.4	67	-29%	6.8%
CCOC(=O)CSc1nc2c(c(-c3ccc(C)o3)c1C#N)CCCC2	i	0.6	-0.1%	-15%	-4%	i	50	-1%	13	95	-24%	-2.3%
Cn1[nH]c(CSc2ccc(Cl)cc2)cc1=O	i	0.2	0.1%	-4%	19%	i	48	-1%	-1.0	100	-35%	-3.4%
O=C(Nc1ccc(N2CCN(Cc3ccccc3)CC2)cc1)c1ccccc1[N+](=O)[O-]	i	0.6	-0.1%	-14%[20 µM]	13%	i	48	3%	2.0	43	-11%	-1.0%
COc1cc(/C=N/NC(N)=O)c(Br)cc1OCC(=O)Nc1ccccc1C	i	0.8	0.4%	-32%	8%	i	56	18%	5.8	73	10%	1.2%
C=CCSc1nsc(N)n1	i	0.6	-0.1%	-28%	-3%	i	21	10%	0.4	83	-45%	1.1%
COc1ccc(/C=C2\Oc3cc(OC(=O)N4CCOCC4)ccc3C2=O)c(OC)c1	i	0.6	0.2%	17%	15%	i	35	6%	2.9	62	-16%	2.6%
COc1ccc(CC(=O)Nc2ccc(S(=O)(=O)Nc3cc(OC)nc(OC)n3)cc2)cc1	i	0.5	0.3%	8%	-13%	i	30	?	-2.0	52	14%	7.8%
COc1ccc(-c2nn(CC(=O)N3CCCCC3)c(=O)c3ccccc23)cc1	.	.	-0.1%	-38%	-10%	i	35	.	1.4	62	4%	5.5%
CN(C)CC(=O)N1c2ccccc2CCc2ccc(NC(=O)c3ccc(N)cc3)cc21	i	0.7	-0.2%	-38%	10%	i	62	13%	0.0	39	-9%	-3.5%
Cc1ccc(OCC(=O)N(Cc2ccccc2)c2ccccn2)cc1	i	0.3	-0.4%	1%	-26%	i	42	-8%	0.1	46	3%	13%
O=C(c1cccc(OC2CCN(Cc3cc(F)cc(F)c3)CC2)c1)N1CCCC1	i	2.8	0.3%	-20%	12%	i	20	5%	3.0	59	-8%	3.0%
O=C(COc1ccc(Cl)cc1)Nc1ccc(C(=O)O)cc1NC(=O)COc1ccc(Cl)cc1	i	0.3	0.0%	13%	-5%	i	14	3%	0.8	64	-34%	-1.3%
CSc1nc2c(c(=O)[nH]1)C(c1ccncc1)C(C(=O)OC(C)C)=C(C)N2 (stereo unspecified)	i	0.9	0.0%	19%	7%	i	25	2%	0.0	87	13%	-0.8%
Cc1cnc(C(=O)Nc2ccc(N3CCN(C(=O)OC(C)(C)C)CC3)cc2)cn1	?	.	-0.1%	-9%	-2%	i	70	-17%	0.6	70	5%	6.2%
Fc1ccc(CSc2ccc3nnc(-c4ccccn4)n3n2)cc1	i	0.2	0.4%	-5%	17%	i	57	2%	-2.5	46	-16%	0.0%
N/C(=N\OC(=O)N1CCOCC1)c1ccccc1	i	9.4	-0.3%	-32%	-18%	i	52	-1%	1.9	59	-6%	2.9%
COc1cc(C2C3=C(CCCC3=O)Nc3c2c(C)nn3-c2cccc(C)c2)cc(OC)c1O (stereo unspecified)	i	0.2	-0.1%	19%	13%	i	14	-5%	4.7	61	-7%	5.3%
O=C(NCc1ccccc1)N1CCN(c2ccc(F)cc2)CC1	i	1.0	-0.2%	0%	9%	i	56	-6%	-3.2	45	-22%	5.0%
COc1ccc(C2CC(c3ccccc3)=NN2C(=O)COC(=O)c2cccc(S(=O)(=O)N3CCOCC3)c2)cc1 (stereo unspecified)	i	0.2	0.4%	21%	-3%	i	38	-2%	-0.4	38	-20%	-2.9%
CCOC(=O)C1(Cc2cccc(Cl)c2)CCCN(C(=O)c2cc(C)on2)C1 (stereo unspecified)	i	0.6	0.5%	-6%	-22%	i	66	12%	-0.4	59	-55%	-5.6%

Taken from above:
NTR1 ag cell count 20 µM with O=C(c1cccc(OC2CCN(Cc3cc(F)cc(F)c3)CC2)c1)N1CCCC1 → 59
NTR1 ag cell count 20 µM with CSc1nc2c(c(=O)[nH]1)C(c1ccncc1)C(C(=O)OC(C)C)=C(C)N2 (stereo unspecified) → 87
NTR1 ag cell count 20 µM with CCOC(=O)C1(Cc2cccc(Cl)c2)CCCN(C(=O)c2cc(C)on2)C1 (stereo unspecified) → 59
Myeloid diff MLP GFP+ MAC1+ % with N/C(=N\OC(=O)N1CCOCC1)c1ccccc1 → 9.4

Five entries picked at random from the list so far, as already listed:
SMILES	Myeloid diff MLP	Myeloid diff MLP GFP+ MAC1+ %	GPR55 beta-arrestin	KOR beta-arrestin-1	HEK293 NOD2/NF-kB	T cell HTS	T cell HTS vesicle-bound %	GPR55 antagonists	NTR1 ag	NTR1 ag cell count 20 µM	NOD1 NF-kB reporter	KOR beta-arrestin-2
COc1ccc(CC(=O)Nc2ccc(S(=O)(=O)Nc3cc(OC)nc(OC)n3)cc2)cc1	i	0.5	0.3%	8%	-13%	i	30	?	-2.0	52	14%	7.8%
COc1ccc(-c2nn(CC(=O)N3CCCCC3)c(=O)c3ccccc23)cc1	.	.	-0.1%	-38%	-10%	i	35	.	1.4	62	4%	5.5%
COc1ccc(C2CC(c3ccccc3)=NN2C(=O)COC(=O)c2cccc(S(=O)(=O)N3CCOCC3)c2)cc1 (stereo unspecified)	i	0.2	0.4%	21%	-3%	i	38	-2%	-0.4	38	-20%	-2.9%
Cc1ccc(OCC(=O)N(Cc2ccccc2)c2ccccn2)cc1	i	0.3	-0.4%	1%	-26%	i	42	-8%	0.1	46	3%	13%
O=C(c1cccc(OC2CCN(Cc3cc(F)cc(F)c3)CC2)c1)N1CCCC1	i	2.8	0.3%	-20%	12%	i	20	5%	3.0	59	-8%	3.0%

(list continues)
SMILES	Myeloid diff MLP	Myeloid diff MLP GFP+ MAC1+ %	GPR55 beta-arrestin	KOR beta-arrestin-1	HEK293 NOD2/NF-kB	T cell HTS	T cell HTS vesicle-bound %	GPR55 antagonists	NTR1 ag	NTR1 ag cell count 20 µM	NOD1 NF-kB reporter	KOR beta-arrestin-2
Cc1ccc(NC(=O)CCC(=O)OCC(=O)c2ccc(Oc3ccc([N+](=O)[O-])cc3)cc2)c(C)c1	i	1.7	-0.1%	-18%	5%	i	30	0%	1.0	73	.	-2.0%
O=C(c1ccc([N+](=O)[O-])cc1)N(C1=NCCCCS1)c1ccccc1	i	0.4	-0.1%	-1%	-13%	i	15	9%	-0.8	82	-29%	-3.1%
CCc1c(C)c(C#N)c2nc3ccccc3n2c1Nc1c(C)n(C)n(-c2ccccc2)c1=O	i	2.7	0.0%	6%	-2%	i	17	0%	0.8	84	-6%	-1.1%
Cc1nn(-c2ccc([N+](=O)[O-])cc2)c(N)c1-c1ccccc1	i	0.5	1.0%	-73%	-59%	i	41	4%	-0.9	57	-42%	0.6%
CCOC(=O)C(=CNc1cccc(C)c1C)C(=O)OCC	.	.	0.4%	-5%	13%	i	19	-1%	2.4	40	-7%	6.7%
O=C(CSc1nnnn1C1CCCCC1)Nc1ccccc1N1CCOCC1	i	0.6	-0.1%	5%[20 µM]	-12%	i	20	7%	0.4	32	-29%	.
COc1ccc(C)cc1NC(=O)C(Sc1nncn1C)c1ccccc1 (stereo unspecified)	i	0.4	-0.5%	-15%	15%	i	6	-10%	0.2	39	-24%	-3.2%
CCC1CCCCN1C(=S)Nc1ccc(SC(F)F)cc1 (stereo unspecified)	i	0.3	-0.3%	-19%	6%	i	55	5%	1.5	56	17%	-9.1%
COc1cc(-n2c(=O)c3ccccc3n(CC(=O)c3ccccc3)c2=O)cc(OC)c1OC	i	0.5	0.2%	10%	3%	i	53	-4%	4.2	56	-28%	1.0%
Cc1ccc(OC(=O)c2c(C)nn(-c3ccccc3)c2C)cc1	i	0.5	-0.2%	23%	-41%	i	17	13%	5.8	60	0%	-1.4%
Cc1ccc(NC(=O)COC(=O)C2CC(=O)N(Cc3ccccc3)C2)cc1S(=O)(=O)N(C)C (stereo unspecified)	i	0.6	0.0%	7%	9%	i	56	-12%	2.5	33	-14%	-2.3%
